MazEF act – MazEF (E. coli) toxin RNase activation; activation, % at 20 µM; actives 0.32% (n = 350,000); P0AE70; FAM/BHQ RNA-DNA oligo cleavage fluorescence, 5 h; in the data active means activation above about 50%
Target sequence (P0AE70 whole entry, looked up): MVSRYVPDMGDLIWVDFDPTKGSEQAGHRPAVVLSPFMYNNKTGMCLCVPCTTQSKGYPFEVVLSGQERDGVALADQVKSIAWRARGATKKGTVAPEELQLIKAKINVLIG
GDH-TPI counter – counter-screen for M. tuberculosis FBA inhibitors: GDH-TPI coupled enzymes. GDH-TPI coupled enzyme counterscreen, NADH absorbance. inhibition, % at 4.8 µM. actives 1.2% (n = 360,000). AID 588335;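 further: 0% = DMSO wells and 100% = wells lacking the enzyme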
BoNT-F LC inh – BoNT F light chain protease inhibition; inhibition, % at 10 µM; actives 0.22% (n = 360,000); Multiplex microsphere protease cleavage assay, flow cytometry; in the data active means inhibition above about 35%, passing the limit was not always enough; inconclusive means no clear call, values can overlap the other calls; further: plate controls were buffer without enzyme for full effect and enzyme alone for no effect
VHR inh abs – blocks human VHR1 dual specificity phosphatase. recombinant VHR phosphatase, pNPP absorbance. actives 0.52% (n = 290,000). inhibition, % at 13.3 µM. AID 1654; in the data active means inhibition above about 50%; further: some compounds called inactive have numbers as strong as hits
Target sequence (P51452 whole entry, looked up): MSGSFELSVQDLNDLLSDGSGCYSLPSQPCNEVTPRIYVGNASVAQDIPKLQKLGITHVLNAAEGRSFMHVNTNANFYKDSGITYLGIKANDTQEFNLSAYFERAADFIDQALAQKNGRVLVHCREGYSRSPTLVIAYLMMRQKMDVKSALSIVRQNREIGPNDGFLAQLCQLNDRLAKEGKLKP
Rv3671c inh – inhibits the M. tuberculosis serine protease Rv3671c; P9WHR9; actives 0.048% (n = 320,000); AID 2606; inhibition, % at 5.96 µM; in the data active means inhibition above about 38%;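 further: extracellular domain of Rv3671c used as enzyme; 0% = enzyme with DMSO and 100% = no enzyme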
CCHFV vOTU inh – CCHFV vOTU protease inhibition; Pep-AMC fluorescence; actives 0.55% (n = 370,000); inhibition, % at 11.5 µM; further: 0% = vehicle wells with enzyme and 100% = no enzyme wells
FBA Mtb inh – inhibitors of M. tuberculosis fructose-bisphosphate aldolase; purified M. tuberculosis FBA, fluorescence read-out; inhibition, % at 1 µM; actives 2.3% (n = 360,000); in the data active means inhibition above about 27%;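 further: 0% = vehicle and 100% = reference inhibitor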
Mtb BioA inh – BioA (M. tuberculosis) enzyme inhibition | purified M. tuberculosis BioA enzyme, plate reader | inhibition, % at 9.99 µM | actives 0.096% (n = 360,000); in the data active means inhibition above about 40%; inconclusive means no clear call, values can overlap the other calls
UGM FP inh – blocks M. tuberculosis UGM enzyme; P9WIQ1; purified UGM, fluorescence polarization probe displacement; actives 0.06% (n = 320,000); inhibition, % at 10 µM; AID 504406; in the data active means inhibition above about 10%, passing the limit was not always enough; inconclusive means no clear call, values can overlap the other calls
Target sequence (P9WIQ1 whole entry, looked up): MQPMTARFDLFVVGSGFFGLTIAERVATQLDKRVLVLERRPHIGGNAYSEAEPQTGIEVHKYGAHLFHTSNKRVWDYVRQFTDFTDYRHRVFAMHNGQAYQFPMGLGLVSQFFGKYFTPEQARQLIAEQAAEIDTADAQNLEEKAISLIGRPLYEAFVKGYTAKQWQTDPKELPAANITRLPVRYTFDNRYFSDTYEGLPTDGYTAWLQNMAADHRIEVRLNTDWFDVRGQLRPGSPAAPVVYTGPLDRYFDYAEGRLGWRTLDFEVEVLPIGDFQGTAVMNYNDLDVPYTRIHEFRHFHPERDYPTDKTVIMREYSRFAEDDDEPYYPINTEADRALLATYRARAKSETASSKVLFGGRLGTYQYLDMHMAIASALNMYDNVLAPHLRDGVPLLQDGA
FadD28 binding – M. tuberculosis FadD28 bisubstrate binding inhibition. FadD28 bisubstrate probe binding, fluorescence polarization. inhibition, % at 12.5 µM. actives 0.22% (n = 360,000). AID 588549; in the data active means inhibition above about 8.5%, passing the limit was not always enough; inconclusive means no clear call, values can overlap the other calls
Active calls of the source: *; ? = inconclusive; . = no result given. Unless noted, no stated cut-off is given here; in the data, active means inhibition above about 30%; inactive means the rest.

structure	MazEF act	BoNT-F LC inh	VHR inh abs	Rv3671c inh	UGM FP inh	FadD28 binding	FBA Mtb inh	Mtb BioA inh	CCHFV vOTU inh	GDH-TPI counter
CCN1CCN(C(=O)COc2ccc(S(=O)(=O)N(C)Cc3ccccc3)cc2)CC1	5	7	-20	6	-0.5	1.0	1	.	-13	9
CN(C(=O)COC(=O)/C=C/c1cccs1)c1c(N)n(Cc2ccccc2)c(=O)[nH]c1=O	6	-2	.	-11	1.8	-1.6	6	-1.4	17	21
O=C(COc1ccc2ccccc2c1)N1CCN(C(=O)c2ccco2)CC1	2	1	24	-1	-1.3	-2.8	-5	.	-5	10
Cc1onc(-c2c(F)cccc2Cl)c1C(=O)OCC(=O)NC(N)=O	8	9	11	-8	-1.0	-3.4	4	.	5	-6
O=C(C1Cc2ccccc2CN1S(=O)(=O)c1cccs1)N1CCCCCC1 (centres undefined)	1	?	15	-7	2.7	-3.7	-3	3.5	10	6
Cc1cc(C(=O)N2CCC(C(F)(F)F)n3nccc32)on1 (centres undefined)	1	1	13	-4	1.9	-0.8	-1	3.7	12	2
CCOC(=O)c1ccc(NC(=O)CN2C(=O)CNC2=O)cc1	0	-3	18	-6	0.6	1.0	2	.	-10	-1
CCC1(CC)Cc2ccccc2-c2nc(NCCCO)[nH]c(=O)c21	3	-3	12	0	-1.1	-0.4	59*	.	-73	8
CCc1sc(-c2ccccc2)nc1C(=O)OC	2	.	12	0	0.3	-2.9	-3	.	-8	-2
CSc1ccc(Cl)c(C(=O)OCC(=O)NC2CC2)c1	3	-14	12	8	-2.6	-1.3	7	-0.5	4	9
CC1CCC/C(=C\Nc2ccc3c(c2)OCO3)C1=O (centres undefined)	-11	-11	-9	13	-2.8	-3.4	-7	0.3	5	9
C=CCc1c(C)nc(SC)nc1Nc1ccc(C(=O)O)cc1	-3	-7	-5	3	-0.8	-3.4	1	-0.6	-4	10
Cc1cc(C)cc(NC(=O)C2CCN(S(=O)(=O)c3ccc4[nH]c(=O)ccc4c3)CC2)c1	17	-2	13	-16	-1.7	-0.4	1	-0.9	0	12
Cc1cc(C)nc(SCCN(C)C)n1	-1	2	15	-2	-0.2	0.4	2	.	4	-3
O=S(=O)(c1ccc(-n2cnnn2)cc1)N1CCC(N2CCCCC2)CC1	6	-7	-15	9	-3.2	-2.2	-1	.	13	4
CCCC(=O)NNC(=O)CCC(=O)NCc1ccccc1	4	-7	5	3	0.9	-0.8	0	-0.4	3	-2
CC(NC(=O)c1cc2sccc2n1C)c1ccc2c(c1)OCCO2 (centres undefined)	-1	-15	-18	7	0.2	-4.4	-2	.	-14	8
COc1ccc(OCC(=O)N2CCN(C(C)C)CC2)cc1	0	1	26	9	0.6	-1.1	0	-0.8	-9	4
CCCC1Oc2ccccc2C(=O)N(CC(=O)c2ccc3c(c2)OCCO3)C1=O (centres undefined)	0	2	-9	-13	-0.8	0.3	1	-1.6	4	-2
COc1ccc2cc3c(N)nn(C(=O)Cc4ccc(Cl)cc4)c3nc2c1	-22	0	34	-7	6.2	-3.9	-1	-1.3	5	6
Cc1oc(-c2ccccc2F)nc1CS(=O)(=O)CC(=O)NCCCN(C)C1CCCCC1	3	-44	20	-1	-5.5	-4.5	-3	0.1	16	-16
O=C(COC(=O)CNS(=O)(=O)c1ccccc1)Nc1ncc(Cl)cc1Cl	-12	0	.	-9	0.1	-0.6	1	-1.7	-5	0
COc1ccc(-c2c(-c3ccccc3)c(C(=O)C(=O)NCCCN(C)C)n3ccc4cc(OC)c(OC)cc4c23)cc1OC	-12	-12	6	6	3.8	-0.9	-7	0.4	33*	9
COc1cccc(C2CC(c3ccc(C)cc3)n3nc(N)nc3N2)c1 (centres undefined)	-28	-1	5	4	-1.1	-1.3	13	4.5	-2	11
CC(C)c1ccc(NC(=S)NN2CCOCC2)cc1	0	-1	22	-7	-0.3	-2.6	0	-1.6	10	-5

Looked up one by one from the list above:
structure	MazEF act	BoNT-F LC inh	VHR inh abs	Rv3671c inh	UGM FP inh	FadD28 binding	FBA Mtb inh	Mtb BioA inh	CCHFV vOTU inh	GDH-TPI counter
Cc1cc(C)nc(SCCN(C)C)n1	-1	2	15	-2	-0.2	0.4	2	.	4	-3
C=CCc1c(C)nc(SC)nc1Nc1ccc(C(=O)O)cc1	-3	-7	-5	3	-0.8	-3.4	1	-0.6	-4	10

Later entries.
structure	MazEF act	BoNT-F LC inh	VHR inh abs	Rv3671c inh	UGM FP inh	FadD28 binding	FBA Mtb inh	Mtb BioA inh	CCHFV vOTU inh	GDH-TPI counter
Cn1cccc1CC(=O)NNC(=O)Nc1ccccc1F	-12	-10	.	2	-0.5	-3.4	1	-0.6	-7	11
CCC(C)C(NC(=O)C1CCC(C)CC1)C(=O)NCCc1ccc(S(N)(=O)=O)cc1 (centres undefined)	-13	6	16	-5	1.3	-2.2	2	-1.7	7	6
CCc1nonc1NC(=O)COc1ccc(Cl)c(C)c1	-21	-5	-20	-3	0.9	-14	3	.	25	5
CC1=Nc2ncnn2C(c2ccccc2)/C1=N\O (centres undefined)	8	12	14	19	-2.6	-2.4	-1	-0.9	7	16
CCOC(=O)c1cc2c(ccn2C)n1CC(=O)N1CCN(c2cccc(C(F)(F)F)c2)CC1	4	-6	-16	-3	1.5	-2.5	-2	-0.1	4	5
CCc1ccc(-n2nc3ccc(NC(=O)c4ccc5c(c4)OCO5)cc3n2)cc1	-31	0	4	-6	-1.8	-4.4	0	-1.1	4	-8
CN(C)c1ccc(NS(=O)(=O)c2cc3c4c(c2)CC(=O)N4CCC3)cc1	1	-16	104	-1	-1.1	-1.2	-4	-1.1	2	8
CC(=O)C1=C(C)NC(=O)NC1c1cccc(O)c1 (centres undefined)	-8	0	20	0	3.3	-0.5	0	0.2	-9	-5
O=C1c2nc3ccccn3c2C(=O)N1Cc1ccccc1	-4	-10	5	3	-3.7	-1.8	6	.	5	6
Cc1ccc(Cn2cnc3ccccc32)cc1C	5	2	-2	4	0.4	-1.6	0	0.9	0	19
COCCN(C(=O)c1ccc(OCC(C)C)cc1)c1c(N)n(Cc2ccccc2)c(=O)[nH]c1=O	-4	-7	.	6	1.6	-0.9	5	.	3	10
CC(=O)Nc1cc(-c2ccc(F)cc2)cn2c(-c3ccc(F)c(Cl)c3)cnc12	.	-2	.	.	.	-1.4	0	-0.8	14	7
CCc1ccccc1NC(=O)CSc1nnc(C2CC2)n1CC1CCCO1 (centres undefined)	10	-2	21	-8	3.7	0.7	4	0.1	3	5
CC(C)CC(NC(=O)CCCNC(=O)CCC(=O)OC1O[C@H]2OC3(C)CC[C@H]4[C@H](C)CCC(C1C)C24OO3)C(=O)O (some centres undefined)	-4	-3	2	6	-0.3	0.3	5	-2.9	-2	7
COC(=O)c1nc(NC2=NCCCCC2)n[nH]1	4	-9	14	-3	1.8	-2.8	2	0.6	-14	-4
CC1CCN(S(=O)(=O)c2cccc(C(=O)NNC(=O)c3ccco3)c2)CC1	2	-5	9	-5	-1.8	-2.0	0	-1.0	17	5
O=C(Nc1ccc(F)cc1)Nc1ccc(S(=O)(=O)N2CCCC2)cc1	6	-7	.	-47	0.7	-5.4	3	3.0	11	-2
COc1ccc(C2(CNC(=O)c3cc(OC)c(OC)c(OC)c3)CCCC2)cc1OC	0	1	.	.	.	-0.8	-1	-0.5	-13	0
COc1ccc(C(C)(O)c2nc(-c3ccc4c(c3)OCO4)cs2)cc1 (centres undefined)	.	-4	.	.	.	-1.7	-4	-1.7	8	5
O=c1c2ccc([N+](=O)[O-])cc2ncn1CCOc1ccc(Cl)cc1	9	3	17	5	1.3	-0.3	6	-14	1	7
CCCCCC(=O)N1CCN(CCN=CC2=C(O)CC(c3ccco3)CC2=O)CC1 (centres undefined)	-5	-4	15	2	-1.1	1.7	-1	-1.4	10	-2
Clc1nc(Cl)nc(N(c2ccccc2)c2ccccc2)n1	10	-5	-2	-5	0.9	-1.1	4	5.5	1	-1
C=CCn1c(C)nnc1SCC(=O)Nc1cc(S(=O)(=O)N2CCCC2)ccc1Cl	-1	5	.	.	.	1.3	-1	0.7	3	-2
COc1cc(C2CC(=O)Nc3cc(C)c(C)cc32)cc(OC)c1OC (centres undefined)	-1	0	-1	7	4.8	-1.2	-1	.	7	2
CC(=O)Nc1cccc(NC(=O)c2ccc([N+](=O)[O-])cc2Cl)c1	0	4	2	-2	-0.3	-1.2	1	4.0	-6	12
Cc1ccc(C(=O)NC(=S)NCC2CCCO2)cc1[N+](=O)[O-] (centres undefined)	3	-5	-2	-3	1.6	-1.2	1	.	-11	1
O=C(CN1CCCCC1)Nc1ccccc1-c1ccccc1	3	-5	30	-14	0.7	1.2	1	0.4	4	10
COc1cc(C(=O)NC2CCN(C)CC2)ccc1Nc1ncc2c(n1)N(Cc1ccccc1)CCC(=O)N2C	13	-23	.	.	.	0.4	2	16	-3	23
Cc1nn(-c2ccc3ccccc3c2)c(=O)c2ccccc12	-5	3	8	-3	-2.8	-3.4	1	0.8	-4	9
COc1cc(CNCCN2CCOCC2)ccc1OCc1ccc(Cl)cc1	13	.	4	3	1.9	-2.6	0	0.3	15	1
O=C(Nc1cccc([N+](=O)[O-])c1)ONC1=NCCCCC1	13	-6	9	11	1.3	-2.1	-4	2.3	-5	14
O=C(Nc1cccc(Cl)c1N1CCCC1)c1ccco1	-10	9	22	0	2.3	-1.5	-1	0.5	5	0
COc1cc2c(cc1OC)C(/C=C/c1ccco1)=NCC2	2	-44	18	.	.	0.0	5	5.3	-22	19
COCCNC(=O)C1CCCN(C(=O)c2ccc(OC)c(F)c2)CC1 (centres undefined)	.	1	.	.	.	0.5	1	0.3	10	5
O=C(O)CSC1CC(=O)N(c2ccc(Cl)cc2)C1=O (centres undefined)	-4	-1	44	1	-1.6	-2.4	1	-1.2	-18	6
CN(C)c1nnnn1-c1ccc(Oc2ncc(C(F)(F)F)cc2Cl)cc1	-5	-7	-2	-2	1.7	-2.8	-1	.	5	2

High-throughput results: PubChem BioAssay, several laboratories
